Screens (PubChem BioAssay)
F-actin modifier – cytoskeleton assembly modification | HUVEC TNFa F-actin phalloidin imaging, high content | inhibition, % at 2 µM | actives 0.18% (n = 91,000) | AID 836;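 active means inhibition above the batch mean plus 3 SD and confirmed as a hit by visual image inspection, cut at about 30% in these data, passing the limit was not always enough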; further: strong numbers were not always called active
sEH inh – soluble epoxide hydrolase (human) inhibition; P34913; recombinant human sEH enzymatic activity assay; inhibition, % at 2 µM; actives 0.34% (n = 91,000); AID 707; in the data active means inhibition above about 80%; further: values of inactives mirror those of a sister screen read the other way; many of its hits are not listed in these tables
Target sequence (P34913 whole entry, looked up): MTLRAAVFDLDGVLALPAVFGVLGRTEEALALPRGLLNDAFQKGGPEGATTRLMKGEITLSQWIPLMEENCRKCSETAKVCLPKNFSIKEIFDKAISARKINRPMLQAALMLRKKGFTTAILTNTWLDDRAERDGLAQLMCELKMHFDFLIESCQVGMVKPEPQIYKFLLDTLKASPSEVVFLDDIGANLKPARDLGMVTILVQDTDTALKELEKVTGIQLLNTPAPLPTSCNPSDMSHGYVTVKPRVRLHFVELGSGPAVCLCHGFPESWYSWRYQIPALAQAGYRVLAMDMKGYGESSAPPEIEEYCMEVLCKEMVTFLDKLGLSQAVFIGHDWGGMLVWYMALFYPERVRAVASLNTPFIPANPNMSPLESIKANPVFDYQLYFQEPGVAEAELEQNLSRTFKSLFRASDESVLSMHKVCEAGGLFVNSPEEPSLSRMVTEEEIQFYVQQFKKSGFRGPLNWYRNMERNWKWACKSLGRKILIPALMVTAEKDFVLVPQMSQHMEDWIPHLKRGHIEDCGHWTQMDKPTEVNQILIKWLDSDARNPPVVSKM
E coli WT exp – growth inhibitors of E. coli BW25113 wild type | AID 710 | growth inhibition, % at 100 µM | OD600 absorbance | actives 0.15% (n = 98,000);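 active means growth inhibition above about 50% at one test dose, limit read from the data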;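 further: growth measured after 20 h incubation at 37 °C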
IL1B cytotox – HUVEC cytotoxicity counter-screen, IL-1B stimulated; HUVEC cell count loss, Hoechst imaging; cell count reduction, % at 2 µM; actives 0.41% (n = 94,000);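 active means cell count reduction more than 3 SD above the screen-wide mean, cut at about 70% in these data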;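 further: normalized per plate to untreated control cells as the no-loss baseline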
DAT uptake mod – human DAT dopamine uptake with cocaine, either direction; Q01959; LLC-PK1 hDAT cells, [14C]-dopamine uptake with cocaine IC80; actives deviate in either direction; B-score at 10 µM; actives 1.3% (n = 110,000); AID 449768;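 active means Z score or B-score, a plate-position-corrected score, falls beyond the plate's 99.7% confidence bounds, in either direction; inactive means both scores lie inside the 99.7% bounds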;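 further: scored against the spread of the other compound wells on the same plate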
HUVEC tox TNFa – HUVEC cytotoxicity counter-screen, TNF alpha stimulated. actives 0.17% (n = 93,000). AID 848. HUVEC TNFalpha-stimulated, Hoechst cell count, imaging. cell count reduction, % at 2 µM;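 active means cell count reduction exceeding the screen mean by over 5 SD, scaled to untreated wells per plate, cut at about 78% in these data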;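 further: cells counted after 24 h of TNF alpha exposure following the 1 h pretreatment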
PLK1 kinase inh – PLK1 (human) kinase inhibition | P53350 | recombinant PLK1 kinase, TR-FRET peptide phosphorylation | inhibition, % at 10 µM | actives 0.53% (n = 97,000);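 active means inhibition of 50% or more in the single-concentration screen; inactive means inhibition below 50%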;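 further: 0% = DMSO max control and 100% = H-89 dihydrochloride min control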
VCAM1 TNFa inh – reduces TNF alpha induced VCAM1 expression in HUVEC. HUVEC TNFa-induced VCAM-1 immunofluorescence, high-content imaging. inhibition, % at 2 µM. actives 0.48% (n = 95,000). AID 802;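 active means inhibition above the batch mean plus 3 SD, with images confirmed as a hit by eye, cut at about 37% in these data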;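 further: 0% = TNF-stimulated DMSO wells and 100% = unstimulated control wells; not every result past the cut was called active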
PLK1 PBD inh – Plk1 (human) PBD binding inhibition; P53350; Plk1 PBD phosphopeptide binding, fluorescence polarization; inhibition, %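 (tested at about 20 µM)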; actives 0.13% (n = 97,000); in the data active means inhibition above about 34%, passing the limit was not always enough
Starred values were filed as active, the others as inactive; . = not tested or not shown.

SMILES	F-actin modifier	sEH inh	E coli WT exp	IL1B cytotox	DAT uptake mod	HUVEC tox TNFa	PLK1 kinase inh	VCAM1 TNFa inh	PLK1 PBD inh
O=C(Nc1c(F)c(F)c(F)c(F)c1F)NC1CCCCC1	-9	45	-1	5	0.2	-2	-1	-3	-5
Cc1sc2nc3n(c(=O)c2c1C)CCCCC3	7	-6	.	18	0.4	-16	-14	-3	-14
O=C(CCNc1ccc(F)cc1)c1ccco1	-33	5	6	-14	-0.1	4	-9	7	-23
COc1ccc(-c2noc(CCC(=O)Nc3ccc(C)c(C)c3)n2)cc1	10	17	-1	-8	0.43	-20	-14	6	-29
Cc1ccc(NC(=O)CCn2cccc2)cc1	6	2	2	26	-0.79	3	-11	12	6
COc1ccc2nc(SCC(=O)O)nc(C)c2c1	-16	.	0	.	0.27	-7	-22	19	-5
Cc1cccc(NC(=O)NNC(=O)c2cc(-c3ccccc3Cl)nc3ccccc23)c1	0	10	-5	-29	0.9	-36	-1	9	-13
Cc1cccc(CNC(=O)c2ccccc2N)c1	-6	-2	10	-20	1.1	8	-5	6	-6
O=S(=O)(c1ccc(S(=O)(=O)N2CCCC2)cc1)N1CCCCCC1	12	.	-9	-34	0.063	-14	-2	9	-26
CC(=O)c1sc(Nc2nc3ccc(F)cc3s2)nc1C	-7	0	-4	-12	-0.0051	-1	-12	24	8
CCOc1nc(NCCc2ccc(OC)c(OC)c2)nc(NC(C)(C)CO)n1	16	-10	2	-20	0.015	-7	-8	-8	10
COCCN(Cc1ccccc1)P(=O)(O)c1ccccc1OCC(=O)O	-9	4	1	-36	0.034	-9	-11	10	-16
O=C(N=Nc1c(O)n(C2OC(=O)c3ccccc32)c2ccccc12)c1ccc(O)cc1 (stereo unspecified)	-9	-6	-18	5	.	-3	-5	-6	5
CCCCOCP(=O)(CC)COCCCC	3	-8	7	9	-0.77	8	-9	25	-20
CCCOc1ccc(N2C(=O)CC(N(CCc3ccc(OC)cc3)C(=O)c3cccc(F)c3)C2=O)cc1 (stereo unspecified)	29	-6	-15	13	-0.0069	0	-10	-11	-16
COC(=O)c1ccc(NC(=O)CN2C(=O)C3C4C=CC(C4)C3C2=O)cc1 (stereo unspecified)	-24	-8	7	33	0.033	41	6	4	-18
CCC(=O)N(Cc1cc2cc(OC)ccc2[nH]c1=O)c1cc(C)ccc1C	17	-7	-9	41	-0.39	-11	18	-3	-11
Cn1c(=O)c2c(-c3ccccc3F)c3c(nc2n(C)c1=O)-c1ccccc1C3O (stereo unspecified)	8	-4	.	6	0.44	-34	-8	-9	-15
CCC(=O)Nc1ccc(-c2nnc(SCc3ccc(C(=O)Nc4nccs4)cc3)n2CC)cc1	-6	-8	-7	-13	-0.8	13	1	4	11
COC(=O)c1ccccc1OC(=O)c1cccnc1	0	2	-1	12	-0.34	-13	-4	0	5
c1ccc(Nc2ccc3c4c(cccc24)CC3)cc1	12	3	.	-222	-0.018	-20	-13	4	-2
Cc1ccc(C(=O)CSc2nnc(CNc3nc(-c4ccccc4)cs3)n2C)cc1	1	6	1	4	-0.073	-35	-7	-17	15
O=C(O)/C(=C1/OC(=O)c2ccccc21)c1ccccc1	32	-6	1	-25	-0.39	-38	-1	7	-12
CCOC(=O)C1CCN(c2ncnc3c2oc2ccc(Br)cc23)CC1	0	-5	-21	-11	.	-24	-11	-2	3
CCNc1nc(N)nc(-c2cc(Cl)ccc2OC)n1	-6	1	4	-10	-0.7	-20	-11	0	-19

Other structures follow:
SMILES	F-actin modifier	sEH inh	E coli WT exp	IL1B cytotox	DAT uptake mod	HUVEC tox TNFa	PLK1 kinase inh	VCAM1 TNFa inh	PLK1 PBD inh
CCN1CCN(Cc2ccc(OCc3ccccc3)c(OC)c2)CC1	-10	-1	9	6	-0.43	1	-7	-13	-3
C=CCSc1ncc(C#N)c(N)n1	-15	-7	.	4	-0.15	12	-7	-19	-18
Cc1cc(Cl)ccc1N(CC(=O)N=Nc1c(O)[nH]c2ccccc12)S(C)(=O)=O	1	8	-5	-12	2.2	5	-2	5	4
CCOc1ccccc1NC(=O)N1CCCC1C(=O)Nc1nnc(CC)s1 (stereo unspecified)	-3	-10	-2	21	0.095	2	-8	22	6
Cc1cc(N2CCN(c3ccccc3F)CC2)nc2cc(O)ccc12	-30	8	7	-13	0.36	-8	-8	4	-7
Cn1c(Cn2cnc(Cl)c2Cl)nc2ccccc21	-17	6	6	-40	-0.26	-28	0	-1	12
Cn1c(SCC(=O)NC2CCCCC2)nnc1-c1cc2ccccc2o1	6	8	2	-4	1.2	-23	-5	-18	30
COCCCn1c(SCC(=O)N(C)C)nnc1-c1ccccc1	-33	1	-4	5	-1.6	0	-5	-38	-15
O=C(CCNS(=O)(=O)c1ccc(Br)cc1)NCc1ccc2c(c1)OCO2	-11	.	2	-11	-1.5	2	-3	17	12
O=C(Nc1nc(COc2ccccc2)cs1)C1CCC1	-16	3	.	34	0.36	-11	1	-11	4
CCCn1c(-c2cccnc2Cl)nc2cc(Cl)c(Cl)cc21	-5	-3	1	-8	-0.99	0	-7	-5	1
O=C(COc1ccc(Cl)cc1)N1CCN(C(=O)c2cccc(F)c2)CC1	8	3	4	6	-0.38	-13	-8	12	-14
COC(=O)c1[nH]c2ccc(C)cc2c1NC(=O)CN1CCN(c2ccccc2)CC1	7	-7	23	-2	1.9	-17	-5	0	-18
CCCCN=Cc1sc2ccc(OCC)cc2c1O	.	9	17	4	2.5	-23	1	2	23
CC(C)(C)NC(=O)c1cc(NC(=O)c2ccco2)cc(NC(=O)c2ccco2)c1	12	-6	4	2	-0.0093	-4	-11	-10	-3
CC1CCN(S(=O)(=O)N2CCC(C(=O)NCCN3CCOCC3)CC2)CC1	-10	-11	2	.	0.49	10	-3	-4	11
COCCOC(=O)C1=C(C)NC(=O)N(C(C)=O)C1c1ccc(Cl)cc1 (stereo unspecified)	3	-12	-9	-24	1.5	7	1	-6	-10
CCN(c1ccccc1)S(=O)(=O)c1ccc(N)c(OC)c1	-45	7	-10	-24	.	-1	-10	8	-1
Cc1ccc2occ(/C=C/C(=O)O)c(=O)c2c1	6	-13	0	-6	1.1	0	-12	6	-20
O=C(O)C1=C(C(=O)Nc2ccc(F)c(Cl)c2)CCCC1	-2	13	9	-23	0.13	-8	-8	8	10
CN(C)c1cccc(NC(=O)CCc2ccccc2)c1	-5	-8	12	15	-1.5	-29	-7	-1	-6
COC(=O)[C@H](Cc1ccccc1)NC(=O)Nc1ccc(S(N)(=O)=O)cc1	48	3	0	-28	0.022	-20	-9	6	15
COc1ccc(NC(=O)C2CC(=O)N(c3cc(C)ccc3C)C2)cc1 (stereo unspecified)	1	6	3	-13	-1	-19	-6	7	-11
Cc1nc2c(C(=O)NCc3ccc(F)cc3)c[nH]n2c(=O)c1Cl	-1	-6	-6	-9	0.37	-14	-14	-14	8
Cc1nn(CCOc2ccccc2)c(=O)n1-c1ccccc1F	.	.	11	.	-1.1	.	-3	.	8

As a working copy, part of the list above:
SMILES	F-actin modifier	sEH inh	E coli WT exp	IL1B cytotox	DAT uptake mod	HUVEC tox TNFa	PLK1 kinase inh	VCAM1 TNFa inh	PLK1 PBD inh
CCN1CCN(Cc2ccc(OCc3ccccc3)c(OC)c2)CC1	-10	-1	9	6	-0.43	1	-7	-13	-3
C=CCSc1ncc(C#N)c(N)n1	-15	-7	.	4	-0.15	12	-7	-19	-18
Cc1cc(Cl)ccc1N(CC(=O)N=Nc1c(O)[nH]c2ccccc12)S(C)(=O)=O	1	8	-5	-12	2.2	5	-2	5	4
CCOc1ccccc1NC(=O)N1CCCC1C(=O)Nc1nnc(CC)s1 (stereo unspecified)	-3	-10	-2	21	0.095	2	-8	22	6
Cc1cc(N2CCN(c3ccccc3F)CC2)nc2cc(O)ccc12	-30	8	7	-13	0.36	-8	-8	4	-7
Cn1c(Cn2cnc(Cl)c2Cl)nc2ccccc21	-17	6	6	-40	-0.26	-28	0	-1	12
Cn1c(SCC(=O)NC2CCCCC2)nnc1-c1cc2ccccc2o1	6	8	2	-4	1.2	-23	-5	-18	30
COCCCn1c(SCC(=O)N(C)C)nnc1-c1ccccc1	-33	1	-4	5	-1.6	0	-5	-38	-15
O=C(CCNS(=O)(=O)c1ccc(Br)cc1)NCc1ccc2c(c1)OCO2	-11	.	2	-11	-1.5	2	-3	17	12
O=C(Nc1nc(COc2ccccc2)cs1)C1CCC1	-16	3	.	34	0.36	-11	1	-11	4
CCCn1c(-c2cccnc2Cl)nc2cc(Cl)c(Cl)cc21	-5	-3	1	-8	-0.99	0	-7	-5	1
O=C(COc1ccc(Cl)cc1)N1CCN(C(=O)c2cccc(F)c2)CC1	8	3	4	6	-0.38	-13	-8	12	-14
COC(=O)c1[nH]c2ccc(C)cc2c1NC(=O)CN1CCN(c2ccccc2)CC1	7	-7	23	-2	1.9	-17	-5	0	-18
CCCCN=Cc1sc2ccc(OCC)cc2c1O	.	9	17	4	2.5	-23	1	2	23

(next part)
SMILES	F-actin modifier	sEH inh	E coli WT exp	IL1B cytotox	DAT uptake mod	HUVEC tox TNFa	PLK1 kinase inh	VCAM1 TNFa inh	PLK1 PBD inh
COc1cccc(C2Nc3cc(Cl)c(S(N)(=O)=O)cc3S(=O)(=O)N2)c1 (stereo unspecified)	-10	-10	2	5	0.28	-6	-10	8	-34
Cc1cccc(-n2c(=O)[nH]c3c(C(N)=O)nc(C(C)C)nc32)c1	-20	3	8	-3	0.48	-3	0	8	11
CCCCNC(=O)CN1C(=O)NC2(CCCc3ccccc32)C1=O (stereo unspecified)	13	-12	6	7	-0.96	-7	-10	-4	-18
Cc1ccc(-c2csc3ncnc(Sc4nnc(CN5CCCCCC5=O)o4)c23)cc1	36	.	5	3	1.3	-18	10	2	-19
COc1ccc(S(=O)(=O)N2CCCCC2)cc1	-42	8	9	.	-0.83	-7	-12	18	8
CCC(=O)N(CC)c1nc(-c2ccc(OC)cc2)cs1	-6	-1	1	5	-0.79	1	-4	1	-9
O=c1c(-c2ccnn2-c2ccc(F)cc2)cnc2n1CCS2	-13	1	2	5	-0.53	2	4	-6	19
O=C(NCCNC(=O)c1ccc(Br)o1)c1ccc(Br)o1	20	7	11	-8	-0.4	-18	5	3	0
CC(=O)Nc1ccc(N2CCN(Cc3ccccc3F)CC2)cc1	-11	14	3	-33	0.023	7	-7	12	18
Cc1cc(N)ccc1NC(=O)c1ccccc1	-16	.	3	2	-0.4	61	-6	51	-7
CCOc1ccc(NS(=O)(=O)c2ccc3[nH]c(=O)oc3c2)cc1	1	2	-1	11	-0.49	10	-20	-12	14
COc1cccc2cc(-c3cn4cccc(C)c4n3)c(=O)oc12	0	-1	.	-36	0.35	2	-11	-4	16
Cc1occc1C(=O)Nc1ccc2c(c1)CCC2	0	10	1	8	0.65	-18	-5	6	-19
COCCn1nnnc1CN1CCC(NC(=O)c2ccc(Br)cc2)CC1	8	-15	-7	-20	1.7	8	-3	10	13
Cn1c(-c2ccc3c(c2)OCO3)cnc1NCc1ccc(Cl)cc1	-12	8	45	-3	-0.088	-18	25	2	14
CCSc1ccccc1C(=O)NCc1ccc(OC)cc1	7	1	2	-3	0.019	-5	-7	-13	-25
c1ccc(-n2nc3c(ccc4cnnc43)[nH]2)cc1	11	-6	0	-24	-0.68	-26	-12	13	-3
